# Screening data from PubChem.
# E-sel inducer = E-selectin induction in HUVECs, primary screen, imaging, HUVEC, immunofluorescence imaging, single point; P16581; normalized: neutral wells 0, TNF-alpha wells 100; activation, % at 7.58 µM; 260,000 compounds, 0.37% hits; AID 686992, 2013;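 active = mean E-selectin-positive cell signal at least 10% of the positive control, reached in at least 60% of replicates, without over 20% cell loss; inconclusive = no rule given, readout overlaps actives, possibly toxicity-flagged; inactive = the rest, including those meeting only one limit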;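 also: in these data hits start at about 27%; measured in HUVEC primary endothelial cells; signal is the percent of cells scored E-selectin positive by PE staining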
# Target sequence (P16581 whole entry, looked up): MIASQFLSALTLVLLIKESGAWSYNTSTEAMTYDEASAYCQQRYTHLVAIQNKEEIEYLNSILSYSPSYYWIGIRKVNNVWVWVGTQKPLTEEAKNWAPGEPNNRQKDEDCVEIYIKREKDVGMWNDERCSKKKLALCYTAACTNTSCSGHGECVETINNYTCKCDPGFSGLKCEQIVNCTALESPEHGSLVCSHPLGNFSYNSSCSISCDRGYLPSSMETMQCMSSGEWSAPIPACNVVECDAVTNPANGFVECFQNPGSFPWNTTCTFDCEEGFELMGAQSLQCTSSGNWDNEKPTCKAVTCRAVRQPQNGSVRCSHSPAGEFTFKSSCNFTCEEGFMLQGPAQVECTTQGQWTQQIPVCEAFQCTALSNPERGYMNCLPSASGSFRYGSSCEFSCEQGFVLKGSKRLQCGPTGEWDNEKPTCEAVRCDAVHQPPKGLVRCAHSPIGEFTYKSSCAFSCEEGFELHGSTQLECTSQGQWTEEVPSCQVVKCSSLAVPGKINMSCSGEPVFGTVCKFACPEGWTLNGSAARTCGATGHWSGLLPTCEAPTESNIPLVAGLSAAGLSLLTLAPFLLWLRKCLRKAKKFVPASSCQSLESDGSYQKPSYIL
#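 Assay system: HUVEC primary endothelial cells. Input: 3,000 HUVEC seeded per well. Doses: one compound dose added by pin transfer. Read-out basis: % PE-positive cells. Benchmarks: TNF-alpha high, DMSO low. Detection: immunofluorescence imaging. Buffer or medium: EGM-2, gelatin.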
# RAD52 inh = RAD52 DNA annealing inhibitors, primary screen, biochemical, FRET, single point, set 2; recombinant RAD52 DNA annealing, FRET fluorescence; inhibition, % at 18.7 µM; 360,000 compounds, 0.46% hits; AID 651710, 2012;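 active = every replicate showing at least 50% inhibition; inconclusive = mean inhibition at least 50% but not in every replicate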
# Target sequence (P43351 whole entry, looked up): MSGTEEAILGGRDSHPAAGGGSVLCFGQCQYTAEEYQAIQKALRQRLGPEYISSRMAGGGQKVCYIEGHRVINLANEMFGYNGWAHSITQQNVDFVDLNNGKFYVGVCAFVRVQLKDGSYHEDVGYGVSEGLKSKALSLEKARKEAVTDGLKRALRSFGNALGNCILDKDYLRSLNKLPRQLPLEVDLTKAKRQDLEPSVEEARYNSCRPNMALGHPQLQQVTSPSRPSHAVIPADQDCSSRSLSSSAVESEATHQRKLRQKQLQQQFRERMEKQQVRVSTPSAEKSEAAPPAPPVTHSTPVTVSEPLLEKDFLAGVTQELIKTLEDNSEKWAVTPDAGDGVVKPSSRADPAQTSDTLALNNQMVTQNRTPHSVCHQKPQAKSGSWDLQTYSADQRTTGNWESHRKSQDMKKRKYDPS
# ERAP1 inh = human ERAP1 aminopeptidase inhibitors, primary screen, biochemical, single point, plate reader | Endoplasmic reticulum aminopeptidase 1 (Homo sapiens), Q9NZ08 | recombinant ERAP1, Leu-AMC fluorescence, 60 min | inhibition, % at 10.7 µM | 340,000 compounds, 0.15% hits;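 active = mean replicate inhibition of at least 30%, or all replicates individually reaching that 30% level; inactive = mean below 30% and not every replicate reaching it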;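 also: 0% = neutral control wells and 100% = L-leucinethiol positive control wells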
# Active calls of the source: *; ? = inconclusive. These rows are one share of the data, so the mix of outcomes need not match the whole.
Structure	E-sel inducer	RAD52 inh	ERAP1 inh
COc1ccccc1C(=O)NCC(=O)N/N=C/c1cc(Br)ccc1OCc1ccccc1	-0.3	-12	4
CCN(CC(=O)NCc1cccs1)C(=O)c1ccc(NS(=O)(=O)c2ccc(F)cc2)cc1	-0.1	-10	-6
Cc1cc(=O)n(-c2ccccc2Cl)[nH]1	2.2	-9	-3
COc1ccc(CN(C)C(=O)[C@@H](Cc2ccccc2)NC(=O)[C@H]2O[C@@H](n3ccc(N)nc3=O)[C@H](O)[C@@H]2O)cc1OC	0.0	-1	3
O=Cc1cn(Cc2ccccc2)nc1-c1cccnc1	2.7	-12	-1
Cc1ccc2nc(-c3ccc(NS(=O)(=O)c4ccccc4)cc3)sc2c1	0.5	-14	-2
O=c1[nH][nH]c2c1C(c1ccc(Cl)c(Cl)c1)OC(CCc1ccccc1)C2 (stereo not drawn)	-0.1	-9	-5
COc1ccc(-c2ccc3n(c2=O)C[C@H]2[C@H](CO)[C@@H](C(=O)Nc4ccccc4)N(C)[C@@H]32)cc1	-0.6	-21	2
CCn1cc(/C=C/C(=O)Nc2ccn(Cc3c(F)c(F)c(F)c(F)c3F)n2)cn1	-0.2	0	10
Cc1cc(C)cc(OC(=O)COc2ccccc2C)c1	0.0	-3	1
O=C(Nc1ccc2cn[nH]c2c1)c1ccc(S(=O)(=O)N2CCOCC2)cc1	0.1	-18	5
O=C(CCCN1C(=O)/C(=C/c2ccccc2Cl)SC1=S)NNC(=O)c1ccccc1Cl	-0.2	-9	-2
Cc1cccc(CC2(O)C(=O)Nc3ccccc32)n1 (stereo not drawn)	0.0	-12	2
Nc1ccc(SCc2nc3cccc4c3n2CCC4)cc1	0.1	-38	2
O=C1Nc2ccccc2-n2nnnc2C1N1CCc2ccccc2C1 (stereo not drawn)	3.7	-1	1
Cc1cc(Br)cn2c(Cc3ccsc3)c(-c3cccc(Br)c3)nc12	0.1	-71	1
O=C1c2nccnc2C(=O)N1c1ccc(C(F)(F)F)cc1	14	-3	-2
CCOC(=O)c1cnc2c(c(C)nn2C)c1Oc1cc(Cl)cc(Cl)c1	0.2	-7	9
Cc1cc(C)cc(NC(=O)N2CCCN(c3c(Cl)cncc3Cl)CC2)c1	0.2	-9	4
O=C(O)c1cc([N+](=O)[O-])cc2c1C=Cc1ccccc1O2	0.0	-3	-4
Cc1ccc(C(=O)OCC(=O)c2c[nH]c3ccccc23)cc1S(=O)(=O)N1CCOCC1	0.0	-8	-11
CCCCn1nnnc1C1(C)CCC(=O)N1CCOC (stereo not drawn)	0.0	-8	8
COC(=O)C(C)Sc1ccc2nnc(-c3ccccc3)n2n1 (stereo not drawn)	0.1	2	-1
COc1ccc(C(=O)NNC(=O)c2ccc(S(=O)(=O)N3CC(C)OC(C)C3)cc2)cc1 (stereo not drawn)	0.3	-2	-1
COC(=O)CCC(=O)OC1(C)C(=O)C2=CN(C(CO)CO)C(c3ccc(OC)cc3)=CC2=C(Br)C1=O (stereo not drawn)	-0.2	-34	11
Cc1cc(N2CCN(CC(C)(C)O)C[C@@H]2C)ccc1N1CCN(Cc2ccccc2)[C@H](C)C1	0.1	10	4
CCOC(=O)CNC(=O)c1ccc2[nH]c3ccccc3c2c1	0.4	-17	-1
COc1ccc(NC(=O)Nc2ccccc2C(N)=O)cc1	0.0	1	1
CCS(=O)(=O)N1CC2(CN(Cc3ccc(OC)cc3)[C@H](CO)c3c2c2ccc(OC)cc2n3C)C1	0.1	-19	-5
CCN(CC)S(=O)(=O)c1ccc(Cl)c(NC(=O)COC(=O)c2ccc(O)cc2)c1	2.8	-7	2
Cn1cc([N+](=O)[O-])c(C(=O)NCc2ccccc2)n1	1.1	-13	4
CCN=C1SC(C(=O)Nc2cccc(Br)c2)CC(=O)N1CC (stereo not drawn)	-1.9	-9	-4
CCCCC(=O)N(c1ccc(C(=O)O)cc1)c1nc(-c2ccc(Cl)cc2)c(CC)s1	1.6	-6	-6
COc1cc(C(=O)NCC(=O)N/N=C/c2c(C)[nH]c3ccccc23)cc(OC)c1OC	0.0	-3	9
CCOC(=O)C1=C(CC)Nc2ccccc2N=C1NC(=O)CCN1C(=O)C2CCCCC2C1=O (stereo not drawn)	0.2	-23	-3
NC(=O)c1ccc(/C=N/O)nc1	0.2	-19	0
COc1ccc(NC(=O)Nc2cccs2)cc1Cl	0.7	-24	-9
CCOC(=O)c1ccc(Oc2cc(C)nc(Cl)n2)cc1	1.9	-2	-3
CC(=O)Oc1ccc(C(=O)Cc2ccc3ccccc3n2)c(O)c1C	1.5	-149	-11
Cc1cc(NC(=O)COC(=O)c2ccccc2[N+](=O)[O-])no1	0.0	-1	-1
COC(C(=O)NC1CC1)c1ccccc1 (stereo not drawn)	-0.1	-9	-2
CO[C@H]1CN(C)C(=O)c2cc(NC(=O)NC3CCCC3)ccc2OC[C@@H](C)NC[C@@H]1C	-0.1	-10	1
C[C@H]1CN([C@@H](C)CO)C(=O)c2c(c3ccccc3n2C)-c2ccccc2CO[C@@H]1CN(C)Cc1ccc(C(F)(F)F)cc1	-0.6	14	-2
Cn1c(SCC(=O)NC(=O)c2cccc([N+](=O)[O-])c2)nnc1-c1ccc(F)cc1	-1.8	-6	3
Cc1ccc(S(=O)(=O)N2CCOCC2)cc1NC(=O)COC(=O)CNC(=O)c1ccc(C(C)(C)C)cc1	9.0	-5	7
COc1ccc(CNC(=O)C(NC(C)=O)C(=O)Nc2ccc(C(C)C)cc2)cc1 (stereo not drawn)	0.2	-6	3
O=C(NC(=S)Nc1ccccc1)c1cc([N+](=O)[O-])ccc1N1CCOCC1	2.0	-13	-1
CC(=O)Oc1ccc(OC(C)=O)c(SCCCCCCl)c1	-1.2	-7	0

# Some of the entries above, reformatted.
# The line under a structure holds: E-sel inducer | RAD52 inh | ERAP1 inh
Cn1c(SCC(=O)NC(=O)c2cccc([N+](=O)[O-])c2)nnc1-c1ccc(F)cc1
 : -1.8 | -6 | 3
CO[C@H]1CN(C)C(=O)c2cc(NC(=O)NC3CCCC3)ccc2OC[C@@H](C)NC[C@@H]1C
 : -0.1 | -10 | 1
CC(=O)Oc1ccc(OC(C)=O)c(SCCCCCCl)c1
 : -1.2 | -7 | 0

# Remaining list, next part.
Structure	E-sel inducer	RAD52 inh	ERAP1 inh
CN(C)CCCNCC(=O)NN(c1ccccc1)c1ccccc1	-0.1	17	3
Fc1cc(F)cc(NC(=S)NN2CCOCC2)c1	-0.5	-1	1
CN(CC(=O)Nc1ccccc1C(F)(F)F)C(=O)C1CCN(S(=O)(=O)c2ccc3c(c2)OCCO3)CC1	-0.2	2	-3
C[C@@H]1ON(C)[C@H]2C[C@H]3c4[nH]c5cccc(-c6ccc7c(c6)OCO7)c5c4CCN3C(=O)[C@@H]12	0.0	-11	3
CCN(CC)CCC(=O)N1C/C(=C/c2ccccc2)C(=O)/C(=C\c2ccccc2)C1	-0.1	36	-3
O=C(/C=C/c1cccc([N+](=O)[O-])c1)OCC(=O)c1ccccc1	-0.2	-18	-1
O=C(NCc1ccc(-c2nc3ccccc3s2)cc1)c1ccc(Br)o1	0.6	-28	-1
Cc1cc(C)cc(NS(=O)(=O)c2ccc(NC(=O)C3CCCCC3C(=O)O)cc2)c1 (stereo not drawn)	-1.6	-7	-21
CC(CNC(=O)[C@@H](Cc1ccccc1)NC(=O)[C@H]1O[C@@H](n2ccc(=O)[nH]c2=O)[C@H](O)[C@@H]1O)c1ccccc1 (stereo partly drawn)	-0.2	-6	-2
Cc1[nH]c2ccccc2c1CC(=O)Nc1ccc(Nc2cccnc2)c(-c2cccc(Cl)c2)c1	0.7	-60	-1
CCOc1ccc(N2CC(C(=O)Nc3cccc(S(=O)(=O)N4CCCCC4)c3)CC2=O)cc1 (stereo not drawn)	0.1	-27	1
ClC1(Cl)CC1CSc1nc2ccccc2[nH]1 (stereo not drawn)	-2.9	-6	4
CCOC(=O)C1=C(C(=O)OCC)C2N(Cc3ccc(C#N)cc3)c3ccccc3[C@@]23C[C@@H](C(=O)OC)N(S(=O)(=O)c2ccccc2)C3=N1 (stereo partly drawn)	-0.1	-16	-2
Cn1c2ccc(F)cc2c2nnc(SCCN3CCCCC3)nc21	0.0	8	2
Cc1cc(C(=O)Nc2ccc(Br)cc2F)n(-c2ccccc2)n1	?	-19	-4
N#Cc1ccc(Oc2nc(C#N)cc(-c3ccccc3)n2)cc1	-1.3	-12	-1
CCCCn1c(N)c(N(Cc2ccccc2)C(=O)COc2ccccc2F)c(=O)[nH]c1=O	3.4	-13	1
O=[N+]([O-])c1ccc2nc(-c3ccccc3[N+](=O)[O-])[nH]c2c1	-0.1	-18	-3
CNC(=O)NC(=O)C(C)OC(=O)c1oc2ccccc2c1CSc1ccc(Cl)cc1 (stereo not drawn)	-2.4	-11	-2
Cn1c(C(O)C(O)c2ccccc2)nc2ccccc21 (stereo not drawn)	-0.2	-8	-2
O=C(C[C@@H]1CC[C@@H]2[C@H](COC[C@@H](O)CN2S(=O)(=O)c2ccccc2)O1)NCCN1CCCC1	0.0	0	3
COc1ccc(NS(=O)(=O)c2cccc(C(=O)NNC(=O)c3cc(C)oc3C)c2)cc1	-1.0	12	2
COc1cc(NC(=S)NCc2ccco2)c(OC)cc1Cl	-7.6	-5	7
CCN1[C@@H]2c3ccc(-c4ccccc4OC)c(=O)n3C[C@@H]2[C@@H](CO)[C@@H]1C(=O)NCCCN(C)C	0.2	1	-5
O=C(NNC(=O)c1cc(-c2ccccc2)nc2ccccc12)c1csc(N2CCOCC2)n1	-3.1	-13	1
CS(=O)(=O)N(CC(=O)NCCSCc1c(F)cccc1Cl)c1cccc([N+](=O)[O-])c1	1.8	-11	2
CC(=O)c1ccc(Oc2cc(-c3ccccc3)nc(-c3ccccc3)n2)cc1	-0.2	-19	0
COc1ccccc1OCCOc1ccc(C(=O)c2ccccc2)cc1	0.0	0	-1
CC(C)C1Nc2ccc(C(=O)O)cc2C2C=CCC21 (stereo not drawn)	0.1	-153	4
O=C(Nc1ccncc1)c1cccc(S(=O)(=O)N2CCOCC2)c1	-0.1	-6	3
CC(=O)Nc1cc(C)ns1	1.9	9	4
Cc1cc(C)c2[nH]c(=O)c(CN(Cc3ccccc3)C(=S)NCCCN(C)C)cc2c1	-0.1	48	2
CN1CCCC1CCNc1ccc2oc3ccccc3c(=O)c2c1 (stereo not drawn)	0.0	28	-2
O=C(c1cc(F)c(F)c(F)c1F)N1CCN(C(=O)C2CCCO2)CC1 (stereo not drawn)	-0.4	9	2
NC(=O)c1ncn([C@@H]2O[C@H](C(=O)N3CCCN(Cc4ccccc4F)CC3)[C@@H](O)[C@H]2O)n1	0.2	2	2
CCCCNC(=O)CNC(=O)c1nn(-c2ccc(OC)cc2OC)c(=O)c2ccccc12	0.4	-6	1

# Ordered by value in ERAP1 inh (rising): five from the list above.
Compound	ERAP1 inh
CN1CCCC1CCNc1ccc2oc3ccccc3c(=O)c2c1 (stereo not drawn)	-2
COc1ccccc1OCCOc1ccc(C(=O)c2ccccc2)cc1	-1
CCCCNC(=O)CNC(=O)c1nn(-c2ccc(OC)cc2OC)c(=O)c2ccccc12	1
CS(=O)(=O)N(CC(=O)NCCSCc1c(F)cccc1Cl)c1cccc([N+](=O)[O-])c1	2
CC(C)C1Nc2ccc(C(=O)O)cc2C2C=CCC21 (stereo not drawn)	4

# Continuation.
Structure	E-sel inducer	RAD52 inh	ERAP1 inh
Cc1ccsc1-c1n[nH]c(=S)n1C1CCCCC1	-2.2	-3	3
COc1ccccc1NC(=O)Nc1nnc(Cc2ccccc2F)s1	0.0	9	1
COC(=O)C1=C(C)N(Cc2cccc(C(F)(F)F)c2)C(=NCc2cc(OC)c(OC)c(OC)c2)NC1c1ccccc1 (stereo not drawn)	-0.2	-2	-1
Cc1ccc(S(=O)(=O)N2CCN(C(=O)Cn3nc(C(=O)O)c4ccccc4c3=O)CC2)cc1	0.0	-8	0
C#CCC1c2ccccc2CCN1CC=C (stereo not drawn)	0.1	-5	5
COc1ccc2c3c(n(C)c2c1)[C@H](CO)N(C(=O)Nc1ccc(F)cc1)CC31CN(C(=O)c2ccc3c(c2)OCO3)C1	-0.3	-9	-3
COc1ccc(CNC(=O)c2c([S-])n(-c3ccc(C)cc3)c3cccc[n+]23)cc1	0.0	-12	3
O=C(COC(=O)/C=C/c1ccc([N+](=O)[O-])cc1)NC(c1ccccc1)c1ccccc1	2.0	-15	-5
Cc1cc(N/N=C/c2ccc(Cl)cc2)nc(NCc2ccccc2)n1	1.4	-165	-1
C/C(=N\Nc1ccc(F)cc1F)c1ccc(N2CCOCC2)cc1	0.1	9	1
Cc1ccc2[nH]c(=O)c3cc(C(=O)N(C)c4ccc(C)c(C)c4)sc3c2c1	5.3	-6	-2
COc1cccc(N2CC(=O)N(c3cccc(OC)c3)CC2=O)c1	0.4	-6	-4
COC(=O)[C@@]12C[C@@H](CC(=O)NCc3ccccc3)C(=O)N(Cc3cccc4ccccc34)C1=CCC(C)(C)C2	-0.4	0	1
